Bioassay records (PubChem BioAssay)
HCMV antiviral: blocks human cytomegalovirus replication. 410,000 tested, 4.5% active. activity change, negative = inhibition, % at 57.5 µM. HFF cells, HCMV-luciferase reporter, 72 h; active compounds read low; in the data active = activity change below about -60%; inconclusive = no clear call, values can overlap the other calls; inactive = above about -39%
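HFF cells seeded 16 h at 37C, treated with compounds, infected with luciferase-reporter HCMV at MOI 1 PFU/cell; luciferase read at 72 h post infection, normalized to buffer-only and Salinomycin controls.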
AMA1 RON2 block: disrupts binding of P. falciparum AMA1 to RON2. AID 720542. Potency, µM (doses to about 58.2 µM), without a hit: at the top dose activity change, negative = inhibition, most hits filed as inhibitors. 360,000 tested, 0.2% active. AlphaScreen AMA1-biotinylated RON2 peptide binding;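 note: potency is the fitted concentration of half-maximal effect; 0% = vehicle wells and -100% = peptide control; nearly all actives have a fitted effect of over 45% in size; some results filed as inactive show a strong effect at the top dose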
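AMA1 (3D7) with his tag at 25 nM final met compounds first, then biotinylated RON2 peptide at 25 nM; detection used donor plus acceptor beads, 10 µg/mL apiece, read by AlphaScreen after 30 min at room temperature.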
Sm TGR block: blocks Schistosoma mansoni thioredoxin glutathione reductase; Q962Y6; 360,000 tested, 3% active; purified TGR, DTNB reduction, TNB absorbance 405 nm; Potency, µM (doses to about 114 µM), for inactives: at the top dose activity change, negative = inhibition, usual class: inhibitors; note: potency is the fitted concentration of half-maximal effect; nearly all actives have a fitted effect of over 60% in size
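First, TGR (20 nM dispensed) and NADPH were mixed with compound. Second, a 15 min room-temperature incubation followed. Third, further NADPH and then DTNB were added to start the reaction. Finally, TNB absorbance was monitored kinetically.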
AmpC no deterg: blocks E. coli AmpC beta-lactamase in detergent-free assay; P00811; AmpC nitrocefin hydrolysis, absorbance 480 nm, 0.0001% Triton; Potency, µM (titrated, usually from 57.1 µM), inactives show top-dose activity change, negative = inhibition, most hits filed as inhibitors; 330,000 tested, 0.52% active; AID 485341;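 note: potency is the fitted concentration of half-maximal effect; plate controls were no compound for no effect and no enzyme for full effect; nearly all actives have a fitted effect of over 20% in size; some results filed as inactive show a strong effect at the top dose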
Target sequence (P00811 whole entry, looked up): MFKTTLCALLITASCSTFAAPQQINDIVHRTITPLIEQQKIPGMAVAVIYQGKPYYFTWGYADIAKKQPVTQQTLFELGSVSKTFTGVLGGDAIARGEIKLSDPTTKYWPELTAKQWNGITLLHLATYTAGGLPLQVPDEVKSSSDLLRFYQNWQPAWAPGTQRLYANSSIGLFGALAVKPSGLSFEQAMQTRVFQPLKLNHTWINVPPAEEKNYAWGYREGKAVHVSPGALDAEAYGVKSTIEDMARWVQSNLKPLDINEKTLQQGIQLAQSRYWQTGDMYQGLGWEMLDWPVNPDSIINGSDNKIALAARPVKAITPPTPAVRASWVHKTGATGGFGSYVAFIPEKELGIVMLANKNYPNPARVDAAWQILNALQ
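AmpC (5.3 nM in the dispensed reagent) in 20 mM phosphate pH 7.0 with 0.01% (detergent screen) or 0.0001% Triton X-100 was preincubated with compounds for 15 min at room temperature. Nitrocefin was then added from an 800 uM solution, and hydrolysis was followed at 480 nm.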
Giardia FBPA inh: blocks Giardia fructose-bisphosphate aldolase activity | Potency, µM (titrated, usually from 59.6 µM), for inactives: at the top dose activity, negative = inhibition, usual class: inhibitors | A8B2U2 | 290,000 tested, 0.71% active | purified Giardia FBPA; note: potency is the fitted concentration of half-maximal effect; nearly all actives have a fitted effect of over 55% in size
Target sequence (A8B2U2 whole entry, looked up): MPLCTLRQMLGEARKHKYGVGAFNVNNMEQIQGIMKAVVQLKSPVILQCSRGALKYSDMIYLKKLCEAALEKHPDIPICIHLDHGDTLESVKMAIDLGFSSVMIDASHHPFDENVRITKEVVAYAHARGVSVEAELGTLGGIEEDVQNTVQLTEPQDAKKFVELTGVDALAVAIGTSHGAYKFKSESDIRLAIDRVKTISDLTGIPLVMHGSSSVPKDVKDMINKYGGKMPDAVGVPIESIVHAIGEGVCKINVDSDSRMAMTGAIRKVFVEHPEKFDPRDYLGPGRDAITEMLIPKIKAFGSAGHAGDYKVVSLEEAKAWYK
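Giardia FBPA (40 nM reagent) was preincubated 10 min at RT with compound (up to 57.5 uM final), then substrate plus GAPDH/TPI/NAD/arsenate coupling system with diaphorase/resazurin was added; resorufin fluorescence (525/598 nm) was read after 20 min.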
AmpC detergent: inhibitors of E. coli AmpC beta-lactamase with detergent; Potency, µM (doses to about 114 µM), without a hit: top-dose activity change, negative = inhibition, actives largely listed as inhibitors; AmpC hydrolysis of nitrocefin, absorbance 480 nm, 0.01% Triton; P00811; AID 485294; 370,000 tested, 0.041% active;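 note: potency is the fitted concentration of half-maximal effect; 0% = no-compound wells and -100% = no-enzyme wells; nearly all actives have a fitted effect of over 25% in size; some results filed as inactive show a strong effect at the top dose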
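20 mM phosphate pH 7.0 + 0.01% (detergent screen) or 0.0001% Triton X-100; 5.3 nM AmpC reagent; cpd preinc 15 min RT; nitrocefin (800 uM stock) to start; A480 q20 s × 4 min; Activity was normalised to no-enzyme and no-compound control wells.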
* = called active by the depositor; ? = inconclusive; . = not tested or not shown; [ ] = dose if it differs, or a comment. Unless noted, calls come from the whole dose curve; as a rule, active = well fitted curve in the direction sought with a large enough effect; inconclusive = small, poorly fitted or top-dose-only effect, or another doubt; inactive = no such curve, though single readings can be large; an effect the other way counts as inactive or inconclusive. Unless noted, % is set by controls: 0 for no effect and ±100 for the full control effect.

no.	smiles	HCMV antiviral	AMA1 RON2 block	Sm TGR block	AmpC no deterg	Giardia FBPA inh	AmpC detergent
1	Cc1cc(C)cc(NC(=S)/N=C(\N)Nc2nc(C)c3ccccc3n2)c1	-79.1*	8.1%	4.3%	-24.1%	-4.6%	-5.1%
2	CCN(c1ccc(OC)cc1)S(=O)(=O)c1cc(-c2cc(C)no2)ccc1OC	0.0	-1.0%	4.3%	46.1%	.	2.8%
3	O=c1c2c3c(sc2nc2n1CCCCC2)C(O)CCC3 (stereo unspecified)	13.7	3.3%	-0.9%	-5.0%	5.9%	0.0%
4	Cc1ccc(CC(=O)Nc2ccc([N+](=O)[O-])cc2C)cc1	-36.6	-8.3%	4.8%	-8.2%	-1.1%	-9.4%
5	C=CCN1C(=O)C2C(C(=O)NC)C3(C)C=CC2(O3)C1C(=O)NCc1ccc(OC)cc1 (stereo unspecified)	45.6	0.0%	3.2%	-19.0%	0.0%	13.8%
6	COc1ccc2nc(SCC(=O)N(C)C3CCCCC3)c(C#N)cc2c1	47.2	5.3%	-0.3%	4.5%	-9.3%	-1.0%
7	O=C(c1ccc(-n2cccc2)cc1)N1CCN(Cc2ccccc2)CC1	-26.0	-25.8%	-10.1%	126.5%[activator]	0.5%	-10.5%
8	O=C(O/N=C(/c1ccccc1)c1ccncc1)c1ccccc1[N+](=O)[O-]	12.9	6.1%	15.4%	22.9%	-0.7%	0.3%
9	COc1ccccc1N1CCN(C(=O)CN(C)S(=O)(=O)c2ccc3c(c2)c(=O)n(C)c(=O)n3C)CC1	63.4	3.2%	-0.6%	176.1%[activator]	6.1%	6.5%
10	O=C(O)c1cccc(Cn2c(Cl)c(/C=N/NC(=O)c3ccccc3)sc2=O)c1	-11.1	1.5%	56.2µM*	-23.9%	6.9%	?
11	Cc1ccc(C2C(C(=O)c3sc(C)nc3C)=C(O)C(=O)N2CCCN(C)C)o1 (stereo unspecified)	.	.	-13.0%	-6.6%	3.6%	-4.7%
12	O=C(CCS(=O)(=O)c1nc(-c2ccc3c(c2)OCO3)cc(C(F)(F)F)n1)Nc1ccc(F)c(Cl)c1	-99.9*	.	-14.1%	.	.	0.8%
13	CCOc1ccc(N(CC(=O)Nc2ccccc2OC)S(C)(=O)=O)cc1	169.2	-8.7%	1.7%	31.9%	12.4%	-10.5%
14	CCCN(CC(=O)Nc1ccc(Cl)cc1Cl)C(=O)/C=C/c1cc(OC)ccc1OC	-11.5	43.1%[activator]	4.7%	1.2%	-0.4%	4.6%
15	O=C(CSc1ccccn1)Nc1ccc(NC(=O)CSc2ccccn2)cc1	?	-0.8%	.	-23.9%	0.2%	-0.3%
16	CN1CCN(S(=O)(=O)NC[C@H]2O[C@@H](n3cnc4c(N)ncnc43)[C@H](O)[C@@H]2O)CC1	-12.2	11.2%	.	-2.5%	.	.
17	COc1ccccc1NC(=O)c1oc2ccccc2c1NC(=O)c1c(F)cccc1F	3.5	.	1.1%	.	.	-0.3%
18	COc1cccc(C(=O)NC2=NCCS2)c1	55.0	19.7%	-5.7%	-11.7%	-1.8%	?
19	COc1ccc(CCN(C)C2CCCN(C(=O)c3ccnn3C)C2)cc1OC (stereo unspecified)	-13.4	5.3%	1.0%	-0.4%	-4.9%	-14.9%
20	O=C(c1cnccn1)N1CCCC(N2CCN(c3cccc(Cl)c3)CC2)C1 (stereo unspecified)	-12.9	4.9%	89.1µM*	24.1%	.	7.6%
21	C#CCSc1nnc(-c2ccc(C)cc2)o1	17.6	-8.5%	1.5%	-12.0%	2.3%	?
22	CCCCN1C(=O)C2(NNc3ccccc3O2)c2ccccc21 (stereo unspecified)	46.3	-2.6%	-26.4%	-29.0%	?	4.1%
23	CCCCCCn1cc(C(=O)OCC)c(=O)c2cc(F)c(F)cc21	-12.6	7.9%	4.5%	1.5%	-1.8%	-0.2%
24	COc1ccc(/C=N\N2CCN(Cc3ccccc3Cl)CC2)cc1	-14.6	15.1%	18.3%	-6.8%	15.8µM*	0.4%
25	Cc1ccc(C(=O)OCCN(C)Cc2ccccc2)cc1	8.9	-4.8%	1.7%	0.4%	-12.7%	-3.0%
26	CCn1c(CNC(=O)c2ccc3c(c2)OCO3)nnc1SCC(=O)Nc1cc(C)ccc1OC	25.0	-1.5%	3.2%	.	-12.7%	4.1%
27	Cc1ccc(Cc2nc3ccccc3nc2SCC(=O)NCCC(C)C)cc1	8.8	.	7.1%	.	.	16.9%
28	COc1ccc(CC(=O)N/N=C/c2sccc2C)cc1	20.4	9.1%	-17.0%	-20.6%	10.2%	?
29	Cc1cc([N+](=O)[O-])cc2c1NC(=O)C2(O)N1CCCCCC1 (stereo unspecified)	-7.5	-2.0%	-15.9%	-18.0%	-3.2%	?
30	CCCNCc1cc(OCC)c(OCC(N)=O)cc1Br	28.5	3.1%	-4.3%	-6.3%	2.5%	-14.4%

Part of the list above, limited to AmpC detergent and Giardia FBPA inh:
| no. | Structure | AmpC detergent | Giardia FBPA inh |
| --- | --- | --- | --- |
| 2 | CCN(c1ccc(OC)cc1)S(=O)(=O)c1cc(-c2cc(C)no2)ccc1OC | 2.8% | . |
| 3 | O=c1c2c3c(sc2nc2n1CCCCC2)C(O)CCC3 (stereo unspecified) | 0.0% | 5.9% |
| 4 | Cc1ccc(CC(=O)Nc2ccc([N+](=O)[O-])cc2C)cc1 | -9.4% | -1.1% |
| 5 | C=CCN1C(=O)C2C(C(=O)NC)C3(C)C=CC2(O3)C1C(=O)NCc1ccc(OC)cc1 (stereo unspecified) | 13.8% | 0.0% |

Following part:
no.	smiles	HCMV antiviral	AMA1 RON2 block	Sm TGR block	AmpC no deterg	Giardia FBPA inh	AmpC detergent
31	CCc1ccccc1NC(=O)C1CCCN(c2cnccn2)C1 (stereo unspecified)	-2.0	.	-5.2%	.	.	24.9%
32	CCOc1cc(N2CCOCC2)c(OCC)cc1NC(=O)CN1C(=O)C2CC=CCC2C1=O (stereo unspecified)	-16.6	2.7%	2.4%	15.0%	-20.4%	-3.5%
33	COCCCN1C(=O)c2ccc(C(=O)NCCc3ccccc3)cc2C1=O	-25.3	9.6%	-17.8%	2.1%	0.7%	1.3%
34	CCOCCn1c(SCc2c(F)cccc2Cl)nc2c1c(=O)[nH]c(=O)n2C	33.8	29.8%	-0.3%	-16.0%	2.7%	?
35	O=C(OCC(=O)N1CCCc2ccccc21)c1c(F)cccc1F	-29.3	-9.4%	-7.9%	0.4%	.	-5.0%
36	CCN1C(=O)[C@@H]2[C@@H](c3ccc(-c4ccc5c(c4)OCO5)c(OC)c3)N3CCC[C@@]3(C(=O)OC)[C@@H]2C1=O	14.8	-25.0%	-22.6%	174.5%[activator]	.	-11.1%
37	CC1=CN2CC(O)CN=C2C=C1 (stereo unspecified)	29.1	-9.4%	0.0%	-2.3%	0.3%	-1.5%
38	COc1cc(OC)cc(C(=O)NC2CCN(Cc3nnnn3Cc3cccs3)CC2)c1	13.1	2.8%	-0.9%	28.5%	0.4%	-15.9%
39	COCCn1c(=NC(=O)/C=C/c2cccs2)sc2cc(NC(C)=O)ccc21	45.5	-4.2%	-7.4%	55.8%	0.0%	?
40	NC(=O)Cn1c(=O)n(CCC(=O)NCCSCc2ccccc2)c(=O)c2ccccc21	-13.2	1.4%	-5.4%	-6.2%	4.6%	-8.4%
41	O=C(CSc1nc2ncccc2o1)Nc1cccc(C(F)(F)F)c1	55.8	.	?	.	.	16.1%
42	COc1ccccc1NCC(=O)N/N=C(\C)c1cccs1	8.3	8.9%	1.5%	-20.9%	-17.6%	-9.3%
43	N/C(=N\OC(=O)c1cnn(-c2ccccc2)c1C(F)(F)F)c1ccc(C(F)(F)F)cc1	42.2	-3.0%	-20.3%	-19.9%	3.4%	-3.0%
44	O=C(C(=C1NCCN1)n1cncn1)c1ccccc1	-14.2	13.9%	3.1%	-13.1%	-0.6%	?
45	CCN(CC)CCN1CCn2c3c(c4cc(C)ccc42)CCCC31 (stereo unspecified)	?	-11.6%	0.4%	41.9%	-23.6%	-6.8%
46	CCCCn1c(=O)[nH]c(=O)c2c1nc(COc1ccc(C#N)cc1)n2CCC	-29.6	-1.6%	0.4%	-16.2%	0.8%	?
47	O=C(Nc1ccc2oc(-c3ccncc3)nc2c1)c1ccco1	76.7	-10.2%	35.5µM*	-17.4%	-5.3%	2.8%
48	CC1=C(C(=O)Nc2cccc(F)c2)C2(CCCCCC2)OC1=O	?	.	-1.7%	.	.	-4.5%
49	O=C(Nc1cccc(C(F)(F)F)c1)C1CCCCC1	21.2	-1.1%	-3.5%	-20.8%	-16.7%	4.0%
50	CCOc1ccccc1NC(=O)CNC(=O)N1CC(=O)Nc2ccccc21	110.5	7.6%	-18.9%	-15.2%	.	-0.7%
51	O=C(NCCN1CCOCC1)c1ccc(NS(=O)(=O)c2ccccc2)cc1	.	25.2%	3.9%	-5.2%	.	1.9%
52	C[C@H](CO)N1C[C@H](C)[C@@H](CN(C)S(=O)(=O)c2ccc(F)cc2)Oc2ccc(NC(=O)Cc3ccccc3)cc2C1=O	-26.0	1.0%	.	185.9%[activator]	.	.
53	Cc1ccccc1N1CCN(S(=O)(=O)Cc2ccccc2)CC1	.	-3.4%	4.1%	-38.6%	5.6%	-1.0%
54	Cc1nc2ccc(S(=O)(=O)NC(C(=O)N3CCC(C)CC3)C(C)C)cc2s1 (stereo unspecified)	-26.7	-2.7%	-6.8%	37.8%	0.1%	?
55	Cc1ccc2c(CN3CCCCC3C)cc(=O)oc2c1 (stereo unspecified)	61.7	-2.9%	1.8%	-22.3%	-10.7%	2.9%
56	O=C(NC1CCS(=O)(=O)C1)c1ccc(-c2ccc(Br)cc2)o1 (stereo unspecified)	-13.2	-3.1%	46.4%[activator][11.4 µM]	42.2%	1.9%	-3.2%
57	C/C(Cl)=C\CNC(C)c1ccccc1 (stereo unspecified)	18.1	0.0%	0.0%	-22.1%	-0.2%	-11.9%
58	CCC(=O)NC(c1cccc([N+](=O)[O-])c1)c1c(O)ccc2ccccc12 (stereo unspecified)	?	0.0%	0.0%	1.7%	-6.7%	-4.8%
59	COc1ccccc1N1CCN(Cc2cc(=O)n3ccsc3n2)CC1	-20.0	6.4%	-0.7%	-22.9%	-25.9%	-5.2%
60	CCCCSc1nnc(-c2c[nH]c3ccccc23)n1C	?	32.6%[activator]	-28.6%	-13.5%	0.9%	-10.3%
61	COc1ccc(CC(=O)OCC(=O)NCc2ccc(C)cc2)cc1OC	?	6.8%	.	-15.7%	.	.
62	O=C(c1ccc(N2C(=O)C3CCCCC3C2=O)cc1)N1CCCCC1 (stereo unspecified)	-17.4	6.0%	-11.5%	-11.5%	1.5%	?
63	CCOc1ccccc1OCCOc1ccccc1OC(C)C	3.3	20.8%	0.6%	25.1%	-4.0%	?
64	O=C(NCCCO)c1cc([N+](=O)[O-])cc2c1C=Cc1ccccc1O2	50.2	-15.6%	0.7%	-25.1%	-0.9%	-0.9%
